Pol iota inh: qHTS for Inhibitors of Polymerase Iota; actives 1% (n = 390,000); Potency, µM (doses to about 115 µM), without a hit: at the top dose activity, negative = inhibition, usual class: inhibitors; DNA polymerase iota (Homo sapiens), Q9UNA4; Pol iota fluorescent replication assay, 10 min
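Pol iota at 10 nM preincubated 15 min with compounds at room temperature; reaction started with fluorescent substrate, 50 nM final. Fluorescence read kinetically at 0 and 10 min; buffer-only wells as negative control.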
Pol eta inh: qHTS for Inhibitors of Polymerase Eta; Potency, µM (titrated, usually from 114 µM), inactives show top-dose activity change, negative = inhibition, usual class: inhibitors; actives 1.2% (n = 390,000); recombinant Pol eta, fluorescent DNA replication assay; note: % is set by controls: 0 for no effect and ±100 for the full control effect
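Pol eta at 10 nM preincubated with compounds 15 min at room temperature; reaction started with fluorescent substrate (50 nM final) and read kinetically at 0 and 10 min.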
Pol kappa inh: qHTS for Inhibitors of Polymerase Kappa. DNA polymerase kappa (Homo sapiens), Q9UBT6. purified Pol kappa, fluorescent DNA synthesis assay, 10 min. Potency, µM (titrated, usually from 107 µM), for the others: top-dose activity, negative = inhibition, usual class: inhibitors. actives 0.53% (n = 400,000). AID 588579, 2011; note: % is set by controls: 0 for no effect and ±100 for the full control effect
Target sequence (Q9UBT6 whole entry, looked up): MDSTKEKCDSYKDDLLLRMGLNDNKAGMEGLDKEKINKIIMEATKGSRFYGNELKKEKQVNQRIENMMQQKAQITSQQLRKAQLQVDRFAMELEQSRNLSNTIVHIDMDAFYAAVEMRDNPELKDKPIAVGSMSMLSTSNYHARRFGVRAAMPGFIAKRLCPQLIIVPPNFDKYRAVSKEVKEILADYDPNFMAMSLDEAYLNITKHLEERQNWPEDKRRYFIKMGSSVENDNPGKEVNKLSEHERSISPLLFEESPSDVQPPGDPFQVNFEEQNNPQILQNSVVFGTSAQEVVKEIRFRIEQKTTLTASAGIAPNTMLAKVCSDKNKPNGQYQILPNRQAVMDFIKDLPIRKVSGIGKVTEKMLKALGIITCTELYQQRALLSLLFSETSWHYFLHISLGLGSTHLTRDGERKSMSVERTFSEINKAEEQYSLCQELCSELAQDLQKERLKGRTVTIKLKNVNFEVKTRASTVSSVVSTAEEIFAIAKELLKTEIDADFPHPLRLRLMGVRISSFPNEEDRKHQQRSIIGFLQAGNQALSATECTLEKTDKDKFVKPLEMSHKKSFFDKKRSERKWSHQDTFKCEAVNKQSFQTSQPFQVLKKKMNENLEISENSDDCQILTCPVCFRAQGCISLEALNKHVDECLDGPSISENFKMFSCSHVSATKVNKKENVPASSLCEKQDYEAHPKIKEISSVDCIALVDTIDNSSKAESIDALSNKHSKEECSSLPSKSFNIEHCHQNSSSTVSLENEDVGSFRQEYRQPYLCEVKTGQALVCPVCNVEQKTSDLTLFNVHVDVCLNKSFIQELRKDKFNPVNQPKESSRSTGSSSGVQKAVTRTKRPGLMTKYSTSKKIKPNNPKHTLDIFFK
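10 nM Pol kappa was preincubated with compounds for 15 min at room temperature. Reaction started with 50 nM (final) substrate. Fluorescence read kinetically at 0 and 10 min.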
POLB inh: qHTS Assay for Inhibitors of DNA Polymerase Beta. P06746. Pol beta primer extension/strand displacement, fluorescence kinetic. Potency, µM (top dose mostly 114 µM), for inactives: at the highest dose activity change, negative = inhibition, actives largely listed as inhibitors. actives 1.3% (n = 340,000); note: % is set by controls: 0 for no effect and ±100 for the full control effect
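Pol beta (10 nM) and compounds were preincubated 15 min at room temperature, then 50 nM substrate (final) started primer extension/strand displacement. Reads were taken at 0 and 10 min; concentration-response data were fitted to a four-parameter Hill equation.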
JMJD2A Tudor: qHTS Assay for Inhibitors of JMJD2A-Tudor Domain. AID 504339, 2011. actives 4.4% (n = 390,000). Potency, µM (series often up to 114 µM), inactives show top-dose activity change, negative = inhibition, hits mostly inhibitors. Lysine-specific demethylase 4A (Homo sapiens), O75164. AlphaScreen JMJD2A-Tudor / H3K4me3 peptide binding; note: % is set by controls: 0 for no effect and ±100 for the full control effect; nearly all actives have a fitted effect of over 50% in size
BAZ2B block: qHTS Assay for Inhibitors of BAZ2B; Bromodomain adjacent to zinc finger domain protein 2B (Homo sapiens), Q9UIF8; AID 504333, 2011; AlphaScreen BAZ2B-H3K14Ac peptide displacement; Potency, µM (doses to about 114 µM), for the others: top-dose activity change, negative = inhibition, actives largely listed as inhibitors; actives 4.4% (n = 360,000); note: % is set by controls: 0 for no effect and ±100 for the full control effect; nearly all actives have a fitted effect of over 60% in size
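AlphaScreen luminescence quantifies BAZ2B engagement of H3K14Ac peptide; the protein and biotinylated peptide are both at 50 nM final, buffer PBS pH 7.4 with 0.01% Tween-20, all steps at room temperature.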
G9a inh: qHTS Assay for Inhibitors of Histone Lysine Methyltransferase G9a. Histone-lysine N-methyltransferase EHMT2 (Homo sapiens), Q96KQ7. G9a H3K9 monomethylation, AlphaScreen, 2 h. Potency, µM (highest dose often 102 µM), inactives show top-dose activity, negative = inhibition, most hits filed as inhibitors. actives 8.8% (n = 350,000); note: % is set by controls: 0 for no effect and ±100 for the full control effect; nearly all actives have a fitted effect of over 75% in size
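G9a (20 nM) was preincubated 15 min with compound, then reacted 2 h at room temperature with 500 nM biotin-H3K9 peptide and 20 µM SAM. Monomethyl-H3K9 detected by AlphaScreen using anti-H3K9me1 antibody.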
APE1 inh: qHTS Assay for Inhibitors of the Human Apurinic/apyrimidinic Endonuclease 1 (APE1) | DNA repair nuclease/redox regulator APEX1 (Homo sapiens), P27695 | recombinant APE1, TAMRA/BHQ-2 abasic DNA cleavage fluorescence | Potency, µM (doses to about 65.8 µM), without a hit: top-dose activity change, negative = inhibition, hits mostly inhibitors | actives 0.35% (n = 350,000) | AID 2517, 2012;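 note: plate controls were vehicle for no effect and reference inhibitor for full effect; nearly all actives have a fitted effect of over 55% in size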
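Kinetic fluorescence read (525 ex/598 em nm, three reads 60 s apart) of AP-site incision; signal = third minus first read. Enzyme 0.75 nM, dual-labelled THF duplex 50 nM, compound preincubation 15 min RT.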
BLM inh: qHTS Assay for Inhibitors of Bloom's syndrome helicase (BLM); actives 0.2% (n = 350,000); recombinant BLM DNA unwinding, fluorescence dequenching; RecQ-like DNA helicase BLM (Homo sapiens), P54132; Potency, µM (series often up to 56.1 µM), for inactives: at the highest dose activity change, negative = inhibition, usual class: inhibitors; AID 2528, 2010;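 note: plate controls were vehicle for no effect and no enzyme for full effect; nearly all actives have a fitted effect of over 35% in size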
Active calls of the source: *; ? = inconclusive; nt = not tested or not shown; & = joins results of further samples; [ ] = remark or other dose. Calls come from the whole dose curve; as a rule, active = well fitted curve in the direction sought with a large enough effect; inconclusive = small, poorly fitted or top-dose-only effect, or another doubt; inactive = no such curve, though single readings can be large; an effect the other way counts as inactive or inconclusive. Potency is the fitted concentration of half-maximal effect.

SMILES	Pol iota inh	Pol eta inh	Pol kappa inh	POLB inh	JMJD2A Tudor	BAZ2B block	G9a inh	APE1 inh	BLM inh
Oc1c(Cl)c(Cl)c2ncccc2c1Cl	-16%	-19%	-6%	nt	?	nt	nt	nt	nt
Cc1ccc(CCNC(=O)C2CCN(S(=O)(=O)c3c(C)nn(C)c3C)CC2)cc1	6%	-2%	-13%	-19%	-14%	-2%	-39%[59 µM]	3%	0%
CCC(Oc1ccccc1)C(=O)Nc1cc(C(F)(F)F)ccc1N1CCOCC1 (stereo unspecified)	7%	-11%	-18%	nt	44%[activator]	13%	-6%[12.7 µM]	-3%	nt
CC1CCN(C(=O)c2cc(-c3ccc(Br)cc3)on2)CC1	-20%	-12%	-4%	96%	0%	-23%	-16%[59 µM]	nt	-1%
COC(=O)[C@@](C)(O)C1(C(=O)SC(C)(C)C)CC1	1%	-6%	10%	nt	-10%	nt	nt	nt	nt
CC1CC(C)(C)CC2(C1)NC(=O)N(CC(=O)N(Cc1ccccc1)c1ccccc1)C2=O (stereo unspecified)	82%[activator]	-18%	-19%	nt	-20%	-5%	4%[0.501 µM]	-6%	nt
CC(Oc1ccc([N+](=O)[O-])cc1)C(=O)NCCCN1CCOCC1 (stereo unspecified)	-4%	-15%	-2%	6%	-10%	-17%	29%	47%[activator]	0%
C[C@@H]1CCCCCCCCC(=O)OCCN(C(=O)OC(C)(C)C)[C@H](C)CCCCCCCCC(=O)OCCN(C(=O)OC(C)(C)C)[C@H](C)CCCCCCCCC(=O)OCCN1C(=O)OC(C)(C)C	3%	-21%	9%	nt	-2%	nt	nt	-4%	nt
C=CCCC(=O)NC1CC(C)(C)Cc2c1cnn2-c1ccc(OC)cc1 (stereo unspecified)	-9%	2%	2%	33%	-22%	11%	nt	-3%	0%
NC(N)=N/N=C/c1cccc([N+](=O)[O-])c1O	58%[activator]	-17%	-2%	1%	-20%	?	?	1%	7%
Nc1ccc(C(=O)N2CCN(S(=O)(=O)c3ccc4c(c3)OCCCO4)CC2)cc1[N+](=O)[O-]	?	-6%	-2%	nt	-33%	-6%	31%[12.7 µM]	6%	nt
Cc1nnc(NC(=O)c2c(F)c(F)c(F)c(F)c2F)s1	-3%	-12%	-5%	1%	-10%[57.1 µM]	-1%	-9%	11%	-4%
C=CCn1c(-c2cccnc2Cl)nc2cc(Cl)c(Cl)cc21	5%	-4%	-5%	14%	4%	10%	4%	0%	-2%
Cc1ccc(S(=O)(=O)NC(C)(C)C)cc1C(=O)OCC(=O)N1CCCC1=O	-9%	-9%	-11%	nt	-10%	10%	-8%	-4%	nt
Cc1ccccc1NC(=O)c1cccc(N2C(=O)C3CCC(C)CC3C2=O)c1 (stereo unspecified)	15%	-8%	0%	8%	-3%	3%	17%[59 µM]	0%[12.4 µM]	-1%
NC(=O)c1ccccc1N=Cc1ccccn1	5%	3%	-8%	31%	6%	6%	25%[59 µM]	-2%	-1%
COc1ccc([N+](=O)[O-])cc1NC(=O)Nc1ccccc1	26%	-25%	-1%	?	-18%	-4%	-5%[59 µM]	-5%	0%
O=C(CN1CCN(c2ccccn2)CC1)N1CC(O)CO1 (stereo unspecified)	23%	-15%	0%	-1%	3%	-7%	-6%[59 µM]	0%	-14%
CC(C)Oc1cccc(C(=O)C2CCCN(C(=O)CCn3cnnn3)C2)c1 (stereo unspecified)	4%	-22%	-8%	-17%	-10%	-7%	nt	3%	-6%
Cc1ccc(C)c(N(C(=O)CNC(=O)c2ccco2)C(C(=O)NC2CCCC2)c2ccncc2)c1 (stereo unspecified)	101%[activator]	-4%	-3%	-11%	10%	2%	20%	70%[activator]	-4%
Cc1ccc(NC(=S)NCCN2CCOCC2)cc1C	31%	-14%	-2%	-1%	-9%	-1%	3%	1%	0%
CN(CCOCCOc1ccc(F)cc1)Cc1ccccc1	1%	0%	-8%	-2%	13µM*	79µM*	?	11%	-1%
COc1cccc(CN2CCN(CC#Cc3ccccc3)CC2CCO)c1 (stereo unspecified)	-17%	-3%	-8%	11%	-18%	-28%	23%	9%	-5%
O=C1CC(NS(=O)(=O)c2ccccc2)CN1c1ccc2c(c1)OCCO2 (stereo unspecified)	24%	-15%	2%	nt	-15%	12%	3%	9%	nt
CCOC(=O)CC(N)c1ccc2c(c1)OCO2 (stereo unspecified)	?	-9%	-2%[60.1 µM]	-17%	-16%	13%	-7%[59 µM]	-1%	0%
CCN1C(=O)[C@H]2[C@@H](c3ccc(C)cc3)N3C(=O)N(c4ccc(OC)cc4)C(=O)[C@@]3(Cc3ccc(Cl)cc3)[C@H]2C1=O	-21%	-18%	-1%	9%	-29%	-14%[57.1 µM]	-34%	17%	-6%
CCN(Cc1nc2cc(Cl)ccc2c(=O)[nH]1)C(=O)c1cc(C2CC2)nn1-c1ccccc1	16%	-10%	-4%	nt	-34%	-3%	?	0%	nt
O=C(NCc1ccccc1F)C1CCCN1C(=O)Nc1ccccc1 (stereo unspecified)	31%[activator]	-13%	-3%	19%	2%	-2%	23%	28%	-2%
CCCn1c(SC/C(O)=C(\C#N)c2nc3ccccc3[nH]2)n[nH]c1=O	60%[activator]	-2%	-2%	0%	-12%	-13%	16%	-8%	11%
COc1ccc(Nc2nc(NCCN3CCOCC3)nc(Nc3ccc(OC)cc3)n2)cc1	114%&16%[activator]	-28%	-15%&-14%	5%	?	45µM*	?	-12%	-10%
Cc1ccc(CCNC(=O)C2=CCN(S(=O)(=O)c3ccccc3)CC2)cc1	35%[activator]	-10%	6%	37%	-4%	-10%	-12%[59 µM]	65%[activator]	-3%
Cc1cc(=O)c2cc(C(=O)Nc3cccc(C)c3C)ccc2[nH]1	5%	0%	-3%	-6%	-3%	0%	-8%[59 µM]	nt	-6%
COc1ccc(NC(=O)c2ccc(S(=O)(=O)N3CCCCC3)cc2)cc1OC	0%	-8%	-7%	nt	-17%	nt	nt	6%	nt
O=C(CSc1nc2ccc([N+](=O)[O-])cc2[nH]1)NCCc1ccccc1	-5%	-1%	-3%	24%	-28%	-31%	77%[activator][59 µM]	-1%	-1%
Fc1ccc(CN2CCCN(Cc3nc(-c4ccc5c(c4)OCO5)no3)CC2)cc1	0%	-21%	2%	0%	?	-35%	?	1%	-7%
N#Cc1ccccc1N=C1CCCN1Cc1ccccc1	8%	3%	-12%	18%	17%	4%	16%	-4%	-2%

Entries above printed as active in BAZ2B block.
SMILES	Pol iota inh	Pol eta inh	Pol kappa inh	POLB inh	JMJD2A Tudor	BAZ2B block	G9a inh	APE1 inh	BLM inh
CN(CCOCCOc1ccc(F)cc1)Cc1ccccc1	1%	0%	-8%	-2%	13µM*	79µM*	?	11%	-1%
COc1ccc(Nc2nc(NCCN3CCOCC3)nc(Nc3ccc(OC)cc3)n2)cc1	114%&16%[activator]	-28%	-15%&-14%	5%	?	45µM*	?	-12%	-10%

Compound profiles, from the list above. Order of screens: Pol iota inh	Pol eta inh	Pol kappa inh	POLB inh	JMJD2A Tudor	BAZ2B block	G9a inh	APE1 inh	BLM inh
`O=C(CSc1nc2ccc([N+](=O)[O-])cc2[nH]1)NCCc1ccccc1` across the screens: -5%	-1%	-3%	24%	-28%	-31%	77%[activator][59 µM]	-1%	-1%
`COc1ccc(Nc2nc(NCCN3CCOCC3)nc(Nc3ccc(OC)cc3)n2)cc1` across the screens: 114%&16%[activator]	-28%	-15%&-14%	5%	?	45µM*	?	-12%	-10%
`CCN1C(=O)[C@H]2[C@@H](c3ccc(C)cc3)N3C(=O)N(c4ccc(OC)cc4)C(=O)[C@@]3(Cc3ccc(Cl)cc3)[C@H]2C1=O` across the screens: -21%	-18%	-1%	9%	-29%	-14%[57.1 µM]	-34%	17%	-6%
`N#Cc1ccccc1N=C1CCCN1Cc1ccccc1` across the screens: 8%	3%	-12%	18%	17%	4%	16%	-4%	-2%

Of the compounds above, these have a cyano group:
SMILES	Pol iota inh	Pol eta inh	Pol kappa inh	POLB inh	JMJD2A Tudor	BAZ2B block	G9a inh	APE1 inh	BLM inh
CCCn1c(SC/C(O)=C(\C#N)c2nc3ccccc3[nH]2)n[nH]c1=O	60%[activator]	-2%	-2%	0%	-12%	-13%	16%	-8%	11%
N#Cc1ccccc1N=C1CCCN1Cc1ccccc1	8%	3%	-12%	18%	17%	4%	16%	-4%	-2%

Next section
SMILES	Pol iota inh	Pol eta inh	Pol kappa inh	POLB inh	JMJD2A Tudor	BAZ2B block	G9a inh	APE1 inh	BLM inh
O=C(CN1CCOCC1)Nc1nc(-c2ccccc2)cs1	8%	-11%	-1%	56%	?	0%	-6%	-2%	-5%
C=CC[C@H](CC(=O)OC(C)(C)C)C(=O)OC[C@@H]1CCCN1C(=O)[C@@H](CC=C)CC(=O)NCCO	33%[activator]	-16%	5%	nt	3%	nt	nt	14%	nt
CC1(C)O[C@@H]1COc1c2ccoc2cc2oc(=O)ccc12	-4%	-15%	-1%	-1%	2%	9%	?	0%	5%
S=C(NCCSCc1ccc(Cl)cc1)Nc1ccccc1	11%	-11%	-6%	11%	-19%	-12%	-23%[59 µM]	7%	-15%
O=C(CCCCCn1c(=O)[nH]c2ccccc2c1=O)NCCc1c[nH]c2ccccc12	51%[activator]	-3%	-14%	-2%	-25%	?	-12%[0.0925 µM]	15%	-2%
COc1ccc(NC(=O)CCSc2nc(-c3ccco3)cc(C(F)(F)F)n2)cc1OC	7%	-7%	0%	-2%	-29%	-3%	-5%[59 µM]	nt	-2%

Assay outcomes: PubChem BioAssay, National Center for Advancing Translational Sciences (NCATS)

A portion of the library (hit frequency here may not be typical).
